BioA inh: blocks M. tuberculosis BioA enzyme activity. purified M. tuberculosis BioA enzyme, plate reader. inhibition, % at 9.99 µM. 360,000 tested, 0.096% active; in the data active = inhibition above about 40%; inconclusive = no clear call, values can overlap the other calls
FadD28 FP inh: inhibitors of Mycobacterium tuberculosis FadD28 bisubstrate binding; FadD28 bisubstrate probe binding, fluorescence polarization; inhibition, % at 12.5 µM; 360,000 tested, 0.22% active; AID 588549; in the data active = inhibition above about 8.5%, passing the limit was not always enough; inconclusive = no clear call, values can overlap the other calls
FBA Mtb inh: inhibitors of M. tuberculosis fructose-bisphosphate aldolase; AID 588726; purified M. tuberculosis FBA, fluorescence read-out; P9WQA3; inhibition, % at 1 µM; 360,000 tested, 2.3% active; in the data active = inhibition above about 27%;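 note: 0% = vehicle and 100% = reference inhibitor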
Target sequence (P9WQA3 whole entry, looked up): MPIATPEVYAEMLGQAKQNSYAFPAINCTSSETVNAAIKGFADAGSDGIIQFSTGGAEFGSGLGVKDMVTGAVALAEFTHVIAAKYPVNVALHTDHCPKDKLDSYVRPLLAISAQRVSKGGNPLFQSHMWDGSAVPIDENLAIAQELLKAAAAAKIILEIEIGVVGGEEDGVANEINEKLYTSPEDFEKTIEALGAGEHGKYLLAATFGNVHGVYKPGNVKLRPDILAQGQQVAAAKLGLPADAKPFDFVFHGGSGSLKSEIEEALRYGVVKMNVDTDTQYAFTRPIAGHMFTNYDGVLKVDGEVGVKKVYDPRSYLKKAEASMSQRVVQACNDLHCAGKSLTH
CCHF vOTU inh: CCHFV vOTU protease inhibition | Pep-AMC fluorescence | inhibition, % at 11.5 µM | 370,000 tested, 0.55% active; note: 0% = vehicle wells with enzyme and 100% = no enzyme wells
PrPC TRFRET: reduces human prion protein on the cell surface | P04156 | cell surface PrPC, TR-FRET read-out | inhibition, % at 13.8 µM | 370,000 tested, 0.43% active; in the data active = inhibition above about 24%; note: 0% = median of the test wells and 100% = reference compound wells
BoNT F protease: blocks Botulinum neurotoxin F light chain protease; Multiplex microsphere protease cleavage assay, flow cytometry; inhibition, % at 10 µM; 360,000 tested, 0.22% active; AID 588497; in the data active = inhibition above about 35%, passing the limit was not always enough; inconclusive = no clear call, values can overlap the other calls; note: plate controls were buffer without enzyme for full effect and enzyme alone for no effect
GDH-TPI inh: inhibits GDH-TPI coupling enzymes, artifact for Mtb FBA screen | GDH-TPI coupled enzyme counterscreen, NADH absorbance | inhibition, % at 4.8 µM | 360,000 tested, 1.2% active | AID 588335;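 note: 0% = DMSO wells and 100% = wells lacking the enzyme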
UGM FP inh: inhibitors of M. tuberculosis UDP-galactopyranose mutase | P9WIQ1 | purified UGM, fluorescence polarization probe displacement | inhibition, % at 10 µM | 320,000 tested, 0.06% active; in the data active = inhibition above about 10%, passing the limit was not always enough; inconclusive = no clear call, values can overlap the other calls
Target sequence (P9WIQ1 whole entry, looked up): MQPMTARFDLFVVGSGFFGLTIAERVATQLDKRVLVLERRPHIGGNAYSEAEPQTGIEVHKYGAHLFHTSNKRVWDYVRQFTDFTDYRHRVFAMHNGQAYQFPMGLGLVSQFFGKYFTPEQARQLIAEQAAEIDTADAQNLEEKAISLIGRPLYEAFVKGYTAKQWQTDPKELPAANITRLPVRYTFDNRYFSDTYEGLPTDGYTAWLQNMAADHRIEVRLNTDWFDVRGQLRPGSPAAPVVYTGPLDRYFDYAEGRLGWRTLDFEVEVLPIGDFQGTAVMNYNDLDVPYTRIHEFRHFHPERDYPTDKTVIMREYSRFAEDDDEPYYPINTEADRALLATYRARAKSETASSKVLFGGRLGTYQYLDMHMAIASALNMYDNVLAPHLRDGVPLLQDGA
BoNT A protease: blocks Botulinum neurotoxin A light chain protease | multiplex microsphere protease substrate cleavage, flow cytometry | inhibition, % at 10 µM | 360,000 tested, 0.17% active | AID 588499; in the data active = inhibition above about 30%; inconclusive = no clear call, values can overlap the other calls; note: plate controls were buffer without enzyme for full effect and enzyme alone for no effect
* hit, by the source's call; ? = inconclusive; . = not tested or not shown; & = joins results of further samples. Cut-off read from the data, not from the text of the source, unless noted: active = inhibition above about 30%; inactive = the rest.

SMILES | BioA inh | FadD28 FP inh | FBA Mtb inh | CCHF vOTU inh | PrPC TRFRET | BoNT F protease | GDH-TPI inh | UGM FP inh | BoNT A protease
O=[N+]([O-])c1cccc(NC(=S)Nc2nc(-c3ccccc3Cl)cs2)c1 | 3.6 | -2.1 | 4 | -6 | 4 | -11 | 7 | 4.4 | -3.7
O=C(NCc1ccco1)C1CCCN1S(=O)(=O)c1ccccc1C(F)(F)F (stereo not drawn) | -1.7 | -0.4 | 7 | 17 | 2 | 5 | 8 | 5.5 | -1.0
CCC(CO)NCC(O)COCc1ccc2c(c1)OCO2 (stereo not drawn) | . | -0.1 | 0 | -12 | -4 | -5 | -1 | -2.3 | 0.7
Cc1ccc(S(=O)(=O)N(C)C)cc1NC(=O)COC(=O)c1c(-c2ccccc2)noc1C | . | -1.4 | 2 | -4 | 1 | 2 | 3 | -1.0 | 1.8
O=C(c1cc(COc2ccc(F)cc2F)on1)N1CCCC(c2ccccc2)C1 (stereo not drawn) | . | -2.4 | -2 | 16 | -4 | -8 | -4 | -1.6 | -1.1
CCOC(=O)c1ccc(NC(=S)N2CCCC(C(=O)OCC)C2)cc1 (stereo not drawn) | 1.0 | -3.9 | -1 | -9 | 2 | 2 | -4 | 1.1 | 0.5
C[C@H](CO)N1C[C@H](C)[C@@H](CN(C)C(=O)Cc2ccccc2)OCc2cnnn2CCCC1=O | -0.9&-1.2&-2.1 | 0.4 | 0 | -2 | -3 | -3 | 4 | . | -0.3
O=C(/C=C/c1ccccc1)NCCOc1ccccc1 | 0.9 | -1.4 | 1 | 4 | 2 | -8 | 5 | -0.7 | -1.3
COc1ccc(OC)c(/C=C/C(=O)Nc2cccc(S(=O)(=O)N3CCCC3)c2)c1 | . | -4.5 | 30* | -23 | -4 | 0 | 8 | -2.9 | -0.2
CCCCNC(=O)CNC(=O)c1cccs1 | . | -2.5 | 3 | -11 | 1 | -7 | 0 | -0.6 | -1.0
Oc1cccc(C=NNc2ccccn2)c1 | 0.4 | -4.0 | -2 | -4 | 6 | -11 | 14 | . | 0.3
COc1ccc(CC2(CO)CCN(Cc3ccc(OC(F)(F)F)cc3)CC2)cc1 | -0.6 | -3.3 | -4 | -4 | -16 | -5 | -3 | -0.4 | -0.3
CC1CCCC(C)N1C(=O)CSc1nnc(NC(=O)Cc2cccs2)s1 (stereo not drawn) | . | 0.5 | -3 | -2 | 5 | 2 | 9 | 1.0 | -0.3
Cc1ccc(N2CC(C(=O)OCC(=O)NNC(=O)c3ccccc3)CC2=O)cc1 (stereo not drawn) | -0.9 | -0.8 | 7 | 17 | 2 | 1 | 3 | -0.2 | -3.0
O=C(O)CCCCCNC(=O)OCC1c2ccccc2-c2ccccc21 | -0.6 | . | 1 | 2 | -1 | -3 | -2 | 0.0 | -3.1

Some values from the entries so far.
`CCC(CO)NCC(O)COCc1ccc2c(c1)OCO2` (stereo not drawn) – FadD28 FP inh = -0.1
`O=C(/C=C/c1ccccc1)NCCOc1ccccc1` – FBA Mtb inh = 1
`Oc1cccc(C=NNc2ccccn2)c1` – FBA Mtb inh = -2
`CCCCNC(=O)CNC(=O)c1cccs1` – BoNT F protease = -7
`O=[N+]([O-])c1cccc(NC(=S)Nc2nc(-c3ccccc3Cl)cs2)c1` – FadD28 FP inh = -2.1

Continued:
SMILES | BioA inh | FadD28 FP inh | FBA Mtb inh | CCHF vOTU inh | PrPC TRFRET | BoNT F protease | GDH-TPI inh | UGM FP inh | BoNT A protease
CCC(C(=O)Nc1nccs1)(C(F)(F)F)C(F)(F)F | -1.8 | -0.7 | 1 | -3 | 1 | -1 | 1 | 5.0 | -0.2
CCSc1nc2ccc(C)cc2cc1C#N | . | -0.8 | 1 | 16 | -3 | -8 | 3 | 2.9 | 0.1
O=C(c1cn(-c2ccccc2)nc1-c1cccs1)N1CCN(c2ccc(F)cc2)CC1 | -1.0 | -2.7 | -2 | -1 | 5 | -2 | 7 | -1.0 | 0.2
COc1ccc(C2CC(=O)C(C=NCCN3CCOCC3)=C(O)C2)cc1 (stereo not drawn) | -0.3 | -2.6 | 1 | 6 | -4 | 2 | 1 | -0.7 | -1.0
COc1ccc(S(=O)(=O)N2CCOCC2)cc1NC(=O)/C=C/c1ccccc1 | 1.3 | -1.3 | -1 | 15 | -8 | 11 | 11 | . | 0.5
CCCCN1C(=N)N([C@@H](CCC)CN2CCC[C@H]2CN2C(N)=NC[C@H]2C(C)C)C[C@H]1[C@H](C)CC | -2.4 | -4.7 | -1 | 1 | -3 | -4 | -5 | . | 0.2
CN=C(Nc1cccc(Cl)c1)SC1CC(=O)N(c2ccc(OC)cc2)C1=O (stereo not drawn) | . | -1.1 | 0 | -14 | 30* | -5 | 0 | 1.7 | -0.7
CCCNS(=O)(=O)c1ccc(OCC(=O)N2CCC(C(=O)OCC)CC2)cc1 | -1.9 | -1.3 | 1 | -19 | -5 | -14 | 3 | -1.2 | -0.8
Cc1ccc(NC(=O)CN(C)C(=O)CSc2nncn2C)cc1 | 0.6 | 0.6 | 7 | -2 | -6 | 17 | -12 | -0.4 | 0.6
Cc1cccc(/C=N/NC(=O)c2cccc(NC(=O)c3ccccc3)c2)n1 | . | -5.4 | 1 | 0 | 4 | ? | 6 | 2.2 | -8.1
COc1cc(OC)cc(-c2c(Sc3ccccc3)c3cc(-c4ccc(OC)c(F)c4)ccc3n2C)c1 | . | . | . | -2 | 5 | 8 | . | . | 0.4
O=c1[nH]cnc2scc(-c3ccsc3)c12 | -0.3 | -1.2 | 4 | -3 | 0 | -8 | 1 | 0.6 | -0.2
COc1ccc(OCCC(=O)N2CCN(C)CC2)cc1 | -2.1 | -1.8 | -1 | -9 | 3 | ? | 2 | -1.3 | -4.4
Cc1ccc(Cl)cc1NS(=O)(=O)c1c(C)[nH]c(=O)[nH]c1=O | -1.8 | -0.2 | 4 | -3 | -2 | 5 | -8 | 4.7 | -0.4
O=C(CCS(=O)(=O)c1ccc(Br)cc1)NCc1cccs1 | -0.2 | -0.4 | 4 | 1 | -3 | 3 | -3 | 2.0 | -0.8
CCCCN(CC)CCCNC(=O)c1cn(CC(C)C)c(=O)c2c1c1ccccc1n2C | -1.0 | -1.6 | 20 | -31 | -13 | 2 | 7 | -0.1 | -1.5
CCc1nnc(NS(=O)(=O)c2ccc(NC(=S)NC(=O)c3ccc(F)cc3)cc2)s1 | . | -1.7 | 1 | 11 | 3 | 2 | 9 | -1.3 | 0.0
COc1ccccc1N1CCN(C2CCCN(C(=O)COc3ccccc3Cl)C2)CC1 (stereo not drawn) | -5.5 | 1.6 | 5 | -6 | -6 | 2 | -1 | . | 1.2
C=C1C(=O)O[C@H]2[C@H]1[C@@H](O)CC(=C)[C@@H]1CC(=O)[C@@H](C)[C@H]21 | 1.3 | -1.7 | 0 | . | . | 24 | -3 | 3.0 | -1.8
COCC(=O)Nc1nnc(SCC(=O)NCc2cccs2)s1 | -0.1 | -4.9 | -2 | -7 | 2 | -2 | -2 | -2.2 | 0.8
CC(=O)n1cc(CO)c2ccccc21 | -1.8 | 0.8 | 7 | -5 | 6 | 2 | 17 | -1.4 | 0.6
O=C(NC1CCCCC1)N(CCO)Cc1cc2cc3c(cc2[nH]c1=O)OCCO3 | 0.2 | -0.1 | 23 | -31 | 0 | 1 | 13 | -3.5 | -1.8
O=C(NC1CC1)c1cccc(NC(=O)c2cc(S(=O)(=O)N3CCOCC3)ccc2Cl)c1 | 0.3 | -1.3 | 6 | 2 | 0 | -5 | 11 | . | -0.2
COc1ccc2oc(C(=O)Nc3ccc(C)cn3)c(C)c2c1 | -2.1 | -0.4 | 1 | 7 | -3 | 6 | 8 | -2.4 | 2.1
COc1ccc(S(=O)(=O)CCC(=O)NCCc2ccc(S(N)(=O)=O)cc2)cc1 | -0.8 | -2.1 | 5 | -3 | 1 | -8 | 8 | -4.1 | -0.1
O=[N+]([O-])c1ccccc1CNc1ccc(F)c(Cl)c1 | -2.4 | 1.3 | -2 | -12 | -1 | -9 | 0 | -0.9 | -0.6
O=P(C1=C(N2CCOCC2)/C(=C\c2ccccc2)CC1)(N1CCOCC1)N1CCOCC1 | -1.4 | -5.5 | 1 | 2 | -4 | -1 | 11 | -0.9 | -0.7
O=C(Nc1nc(-c2nc3ccccc3s2)cs1)C1COc2ccccc2O1 (stereo not drawn) | 0.0 | 2.3 | 20 | -2 | 3 | -6 | 0 | 2.9 | -0.8
CC1=C(C(=O)N2CCCCCC2)CC(CC(=O)NCc2ccco2)C(=O)N1Cc1ccccc1 (stereo not drawn) | -1.6 | -2.5 | -2 | -11 | -3 | -4 | . | . | -0.2
C[C@H](CO)N1C[C@H](C)[C@@H](CN(C)Cc2ccccc2)Oc2ccc(NC(=O)CCCCCC(=O)Nc3ccccc3N)cc2C1=O | 0.9 | -2.7 | 2 | 14 | 1 | -15 | -4 | 0.4 | 0.5

An excerpt of these results, as labelled records:
> COc1ccc2oc(C(=O)Nc3ccc(C)cn3)c(C)c2c1
  BioA inh = -2.1; FadD28 FP inh = -0.4; FBA Mtb inh = 1; CCHF vOTU inh = 7; PrPC TRFRET = -3; BoNT F protease = 6; GDH-TPI inh = 8; UGM FP inh = -2.4; BoNT A protease = 2.1
> COc1ccc(S(=O)(=O)CCC(=O)NCCc2ccc(S(N)(=O)=O)cc2)cc1
  BioA inh = -0.8; FadD28 FP inh = -2.1; FBA Mtb inh = 5; CCHF vOTU inh = -3; PrPC TRFRET = 1; BoNT F protease = -8; GDH-TPI inh = 8; UGM FP inh = -4.1; BoNT A protease = -0.1

(more compounds)
SMILES | BioA inh | FadD28 FP inh | FBA Mtb inh | CCHF vOTU inh | PrPC TRFRET | BoNT F protease | GDH-TPI inh | UGM FP inh | BoNT A protease
Cc1ccc(O)c(NC(=O)c2ccc3c(c2)C(=O)N(Cc2cccnc2)C3=O)c1 | -0.3 | -1.2 | 1 | -2 | -4 | 8 | 13 | 1.9 | 1.2
COCCCNCc1cc(C)n(-c2cc(S(=O)(=O)N3CCOCC3)ccc2N2CCCC2)c1C | 0.0 | -2.5 | 0 | 0 | -3 | ? | 4 | . | -0.2
CC(=O)c1ccc(NC(=O)Cn2c3ccccc3c3nc(=O)cc(C)n32)cc1 | -0.7 | -6.1 | 2 | 5 | 7 | 4 | 1 | -2.1 | 0.3
O=C(Nc1cccc2ccccc12)NC1CC1 | -0.4 | 0.1 | 9 | -10 | -6 | 0 | -4 | . | -1.1
N#C/C(=C\c1cn(Cc2cccc(F)c2)c2ccccc12)C(=O)NCc1ccco1 | . | -0.8 | 4 | -6 | 2 | -4 | 13 | -1.1 | -0.6
C/C=C/C1=CC(=O)C[C@H](c2ccc(Cl)cc2)C1 | 7.2 | -5.3 | -1 | 1 | 0 | -1 | -4 | -1.6 | 0.1
O=S(=O)(Nc1nc2ccccc2[nH]1)c1ccc2ccccc2c1 | -2.1 | 0.3 | 0 | . | . | -10 | 9 | -0.3 | -0.2
COc1ccc(CC(=O)N2CCN(c3ccc(C4=NNC(=O)CC4C)cc3)CC2)cc1 (stereo not drawn) | -0.5 | 3.9 | 32* | -6 | -1 | ? | 22 | -2.7 | -1.1
COc1ccc(N2CCN(C(=O)CN(c3ccccc3)S(C)(=O)=O)CC2)cc1 | . | -0.7 | 0 | 1 | 0 | 2 | -3 | -2.3 | -0.6
Cc1ccc2oc(=O)n(CCCOc3ccccc3C)c2c1 | . | -4.9 | 1 | 8 | 4 | 0 | 4 | -5.7 | -0.2
COC(=O)c1cn(C(=O)c2ccc(OC)c(OC)c2)c2ccccc12 | -1.2 | -3.4 | 1 | -4 | 8 | ? | -1 | -0.4 | -2.4
NC(=O)C1(N2CCCCC2)CCN(C(=O)CSc2nc3ccccc3s2)CC1 | . | -0.8 | 13 | 0 | -2 | -11 | 0 | 1.9 | 0.0
CC(C)NC(=O)C1c2ccccc2Oc2ccccc21 | -1.2 | -3.0 | 2 | -2 | 12 | -6 | 2 | 3.9 | 1.7
Nc1ncnc2c1ncn2[C@@H]1O[C@H](C(=O)NS(=O)(=O)c2c(Cl)nc3sccn23)[C@@H](O)[C@H]1O | -0.4 | -0.2 | 3 | . | . | 5 | . | . | -0.1
COC(=O)CSc1ccccc1C(=O)OC | -0.1 | -1.6 | 3 | -9 | -5 | -1 | 2 | -3.2 | 0.3
Cc1ccc(NS(=O)(=O)c2cc(OCC(N)=O)c(C)cc2Cl)cc1 | . | -0.6 | 3 | -20 | 4 | 0 | 12 | 6.4 | 0.3
O=C(COC(=O)Cc1ccc(Br)cc1)NCC1CCCO1 (stereo not drawn) | -0.6 | -1.1 | -1 | 3 | -4 | -7 | 6 | -5.2 | -0.3
